Lipid storage S3: qHTS Assay for Lipid Storage Modulators in Drosophila S3 Cells. Drosophila S3 cells, BODIPY lipid droplet fluorescence, 18-24 h; cells fed with added oleic acid. Potency in µM for hits, for the others lipid storage change, negative = inhibition, % at the top dose, mostly 46.1 µM. 320,000 tested, 0.64% active; active means well fitted inhibition curve with a large enough effect in the signal ratio, with a control signal flat, not every such curve was filed as active; inconclusive means small, poorly fitted or top-dose-only effect, or effect the other way, or a change in a side signal; the % refers to the signal ratio
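Laser-scanning cytometry quantifies lipid droplet accumulation (500–530 nm total intensity; droplet/cell object ratio) in oleic acid-fed (400 uM added) Drosophila S3 cells treated with a concentration series. 20 uM Triacsin C defined 100% inhibition.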
Lipid storage S3 cell count max: also measured in Lipid storage S3; calls as there; cell number change, %; measured here: cell count max response;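 cells counted by Cell Tracker Red CMTPX staining in the red channel; peak over a dose series mostly up to 46.1 µM; percent activity relative to internal control wells on each plate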
* marks the source's active call; other numbers are inactive results; i = inactive; ? = inconclusive; · = no result given; [ ] = another dose, or the depositor's remark. On the % scale 0 is the no-effect control and ±100 the full control effect; potency means the concentration at half of the fitted maximal effect. These rows are one share of the data; count on the stated rates, not on these rows.

structure,Lipid storage S3 cell count max,Lipid storage S3
CCOc1ccc(CNC(=O)Cn2c(=O)c3cccn3c3ccccc32)cc1,8.1,i
CCc1ccc(NC(=O)c2cnccn2)cc1,·,?
COc1cccc(CN2CCN(Cc3ccc4c(NC(C)=O)cccc4n3)CC2CCO)c1 (stereo unspecified),8.6,1.2%
COc1cccc(NC(=O)c2cnsn2)c1,2.9,-3.4%
CC(OC(=O)c1n[nH]c2ccccc12)C(=O)NC1CCCCC1C (stereo unspecified),-12.8,-1.7%
Cc1ccccc1CN1C(=O)C2(OCCCO2)c2ccccc21,8.6,8.8%
CCCCn1c(SCC(=O)NC2CC2)nnc1-c1ccncc1,·,?
O=C(NCc1ccc2c(c1)OCO2)Nc1ccc(Cl)cc1,·,-1.4%
O=C(Nc1ccccn1)C1(c2ccccc2)CCCC1,·,?
O=C(c1ccc(NS(=O)(=O)c2ccc3[nH]c(=O)[nH]c3c2)cc1)N1CCN(c2ccccc2O)CC1,10.5,-16.8%
CCOC12NC(=O)CC(=O)N1C(c1ccccc1)=CS2 (stereo unspecified),-7.3,23.0%
COC(=O)/C(=C/Nc1cccc2ccccc12)[N+](=O)[O-],·,?
Cc1ccc(S(=O)(=O)N2CCN(Cc3ccsc3)CC2)cc1,3.9,19.0%
COc1cc(/C=N/NC(=O)c2cccnc2)ccc1OCC(=O)Nc1ccccc1Cl,-15.0,-12.8%
C/C(=N\NS(=O)(=O)c1ccc(Br)cc1)c1ccc2c(c1)OCO2,·,?
COc1cc(OC)c(C(=O)OC(C)C(=O)Nc2cccc(C(F)(F)F)c2)cc1OC (stereo unspecified),-25.3,13.1%
COc1ccc(CCNC(=O)c2cnc(Cl)c(Cl)c2)cc1,7.5,20.0%
CCn1cc(CN2CCC(n3nccc3NC(=O)c3cccc(F)c3)CC2)c(C)n1,22.1,i
CC(=O)NC(CCCN1C(=O)c2ccccc2C1=O)c1nnn(C)n1 (stereo unspecified),10.3,1.4%
Cc1ccc(S(=O)(=O)Oc2ccc3ccc(O)cc3c2)cc1,·,?
COc1cccc(OC)c1OCCOCCn1cnc2ccccc2c1=O,·,?
CCc1ccccc1-n1ncc(C(=O)Nc2ccccc2OC)c1C,·,?
CCOC(=O)c1c(C)[nH]sc1=S,8.8,3.3%
O=C(CCC1CCCCC1)NCCS(=O)(=O)N1CCN(c2ccc(F)cc2)CC1,·,-6.0%[0.0737 µM]
COc1ccc(CSc2nnc(NC(C)=O)s2)cc1[N+](=O)[O-],-0.3,22.7%
CCCCn1nc2cc(C(=O)NCC3CC3)ccc2c1OCC,-11.1,-12.2%
CC1CCCCN1C(=O)Nc1ccccc1Cl (stereo unspecified),·,?
O=C(NCC1CCCO1)C1CCN(S(=O)(=O)c2cccc3nonc23)CC1 (stereo unspecified),2.1,0.2%
Cc1ccc(-n2cnn(-c3ccc([N+](=O)[O-])cc3[N+](=O)[O-])c2=O)cc1,·,?
Cc1ccc(NS(=O)(=O)c2ccccc2)c2c1CC(C)(C)O2,·,?
CN(C)CCCn1c(NC(=O)C2CCCCC2)nc2ccccc21,·,?
Cc1ccc(CC2S/C(=C(/C#N)C(=O)NCc3ccco3)N(c3ccccc3)C2=O)cc1 (stereo unspecified),·,?
COc1cccc(C(=O)NC23CC4CC(CC(C4)C2)C3)c1,26.5,15.8%
Clc1ccc(OCc2nn3c(-c4ccco4)nnc3s2)cc1,·,?
COc1ccccc1CNC(=O)c1sccc1-c1ccccc1,7.9,i
Cc1c(NC(=O)CN2C(=O)C3C4C=CC(C4)C3C2=O)c(=O)n(-c2ccccc2)n1C (stereo unspecified),·,-10.6%
CC(C)(C)OC(=O)NCCCCCNC(=O)c1[nH]cnc1C(=O)N[C@@H](CCCCNC(=O)OC(C)(C)C)C(=O)OC(C)(C)C,-13.4,-24.0%
CN(C1CCS(=O)(=O)C1)S(=O)(=O)c1cccc2nsnc12 (stereo unspecified),19.9,2.2%
CC(C)(C)C(=O)NC1CC2CCCC(C1)N2C(=O)Nc1ccc(Cl)cc1 (stereo unspecified),·,?
Cc1cc(C)nc(SCC(=O)N2CCCCC2)n1,4.0,i
COc1cc(C(=O)NC(=S)Nc2cccc(-c3cc4ccccc4oc3=O)c2)cc(OC)c1OC,·,?
CCCCNC(=O)CNC(=S)N(Cc1ccc(C)cc1)Cc1ccco1,-0.7,1.5%
COc1ccc(OC)c(CCNC(=O)CN2C(=O)COc3ccc(S(=O)(=O)N4CCOCC4)cc32)c1,·,?
OCCCCNCc1ccc(OCc2ccccc2Cl)cc1,6.3,-17.6%
Cc1c(NS(=O)(=O)c2ccc(Br)s2)c(=O)n(-c2ccccc2)n1C,2.6,10.0%
COc1ccc(CCNC(=O)C23CN(Cc4ccccc4)CC2C(c2ccc([N+](=O)[O-])cc2)=NO3)cc1 (stereo unspecified),·,i
O=c1[nH]c2ccccc2nc1C(F)(F)F,17.1,8.9%
CC(C)C1/C(=N/O)CC(c2ccccc2)NC1c1ccccc1 (stereo unspecified),1.0,-12.2%
C=CCn1c(SCC(=O)c2c(C)[nH]c3ccccc23)nnc1-c1ccncc1,·,?
O=C(/C=C/c1c(F)cccc1Cl)c1ccc(O)cc1,5.9,-0.3%
COc1ccc(C2CC(C(F)(F)F)n3nc(C(=O)O)c(Br)c3N2)cc1 (stereo unspecified),·,?
COC(=O)C(C#N)C(=C1C(=O)CC(C)(C)CC1=O)c1ccc(O)cc1 (stereo unspecified),·,?
O=C(CCCCCNC(=O)N1CCn2c1nc1ccccc12)N[C@H](C(=O)O)c1ccccc1,·,?
O=C(CC(SCCO)c1ccc2c(c1)OCO2)c1cccs1 (stereo unspecified),·,?
O=C(O)c1ccc(/C=C/c2nc3sc4c(c3c(=O)[nH]2)CCC4)cc1,·,?
Cc1ccc(NC(=O)Nc2ccccc2)cc1[N+](=O)[O-],·,?

Later entries.
structure,Lipid storage S3 cell count max,Lipid storage S3
Cc1ccc2nc(NC(=O)Cn3nc(C)c([N+](=O)[O-])c3C)sc2c1,·,?
CCS(=O)(=O)N1CCCC(C(=O)NCc2cccc(OC)c2)C1 (stereo unspecified),·,?
COC(C/C=C\[C@@H](O)COCc1ccccc1)OC,·,-0.4%
O=C(Nc1ccc(Cl)c(Cl)c1)c1ccc2c(c1)OCO2,·,?
Cc1ccc(CNc2oc(-c3ccco3)nc2C#N)cc1,-1.4,0.1%
NS(=O)(=O)c1ccc(CNc2ccc3ccccc3n2)cc1,·,?
COc1ccc(C2c3c(ncn(CCN4CCOCC4)c3=N)Oc3ccc4ccccc4c32)cc1OC (stereo unspecified),·,?
COc1ccc(CCNCc2cc(C)n(-c3ccc(OC)cc3)c2C)cc1,-3.3,-5.4%
O=C(CNC(=O)c1ccco1)NCC(=O)OCc1cccc(C(=O)Oc2ccccc2)c1,·,?
CCc1ccc(NC(=O)Cn2nnc(C(=O)NCc3cccs3)c2N)cc1,13.6,1.1%
CCC(=O)O[C@]1(C(=O)CCl)[C@@H](C)C[C@H]2[C@@H]3CCC4=CC(=O)C=C[C@]4(C)[C@@]3(F)[C@@H](O)C[C@@]21C,1.2,-4.6%
O=C(Nc1ccccc1C(=O)NCCCN1CCOCC1)c1ccc(Cl)cc1,1.1,-5.4%
CCOc1ccc(N(CC(=O)N2CCC(Cc3ccccc3)CC2)S(C)(=O)=O)cc1,·,?
COc1ccc(NC(=S)Nc2ccc3nc(C)c(C)nc3c2)cc1,-5.9,2.5%
CCn1cc(C(=O)O)c(=O)c2cc(F)c(N3CCN(C(=S)Nc4ccc(OC)cc4)CC3)cc21,18.2,2.2%
CCOc1ccc2nc3c(cc2c1)CN(CCCO)C(=NCCOC)S3,-2.1,24.3%
Cc1cc2nccc(-c3cccnc3)n2n1,-17.2,-27.7%
CCOc1cc(C2NC(=O)NC(c3ccccc3)=C2C(C)=O)ccc1OC(C)=O (stereo unspecified),·,?
O=C(NCC1CCCO1)C1CCN(C2CCN(Cc3ccco3)CC2)CC1 (stereo unspecified),-8.4,-12.2%
COn1c(-c2ccccc2)nc2c1CCc1c-2no[n+]1[O-],·,?
Cc1cnn(C(=O)c2cc(-c3ccccn3)nc3ccc(Cl)cc23)c1,3.7,i
COC(=O)CSc1nnc(SCc2ccccc2)s1,·,?
CCCCn1c(SCC(=O)NCc2ccco2)nnc1-c1ccoc1C,-1.7,12.2%
N#C/C(=C\c1c[nH]c2ccccc12)C(=O)Nc1ncc(Cc2ccc(Cl)cc2Cl)s1,·,?
CCO[C@H]1OC(C(=O)NCc2ccccc2)=C[C@@H](C)[C@@H]1CCCO,18.4,12.6%
CCOCCCn1c(=S)[nH]c2cc(C(=O)NCC(OC)OC)ccc2c1=O,·,?
O=C(CSCc1ccc(Cl)cc1Cl)Nc1nccs1,·,?
Cc1ccc(/C=C/C(=O)N2CCN(S(=O)(=O)/C=C/c3ccccc3)CC2)o1,2.7,17.5%
O=[N+]([O-])c1ccc2c(c1)nc1n2CCCCC1,·,?
O=C(Nc1ccc(Cl)cc1)c1csc(Cc2ccccc2)n1,·,?
CCCc1cc(=O)oc2c(CN3CCN(C)CC3)c(O)ccc12,·,?
O=C(Nc1nnc(-c2ccccc2Cl)o1)c1ccco1,·,?

Fetched by compound from above, 4 records:
structure,Lipid storage S3 cell count max,Lipid storage S3
CCCc1cc(=O)oc2c(CN3CCN(C)CC3)c(O)ccc12,·,?
O=C(Nc1nnc(-c2ccccc2Cl)o1)c1ccco1,·,?
CCO[C@H]1OC(C(=O)NCc2ccccc2)=C[C@@H](C)[C@@H]1CCCO,18.4,12.6%
O=[N+]([O-])c1ccc2c(c1)nc1n2CCCCC1,·,?

The results go on:
structure,Lipid storage S3 cell count max,Lipid storage S3
O=C1CSC(c2ccc([N+](=O)[O-])cc2)N1c1ccc(O)cc1 (stereo unspecified),·,?
CN(c1ccccc1)c1nc(N)c([N+](=O)[O-])c(N2CCOCC2)n1,9.0,-1.6%
COc1ccc(C(=O)C2CCCN(Cc3c(C)[nH]c4ccccc34)C2)c(OC)c1 (stereo unspecified),·,?
CCOc1ccc(CCNC(=O)Cc2ccc(NC(=O)C3=C(C)OCCS3)cc2)cc1,-21.5,i
CS(=O)(=O)c1ccc(-c2nnn(CC(=O)Nc3ccc4c(c3)OCCO4)n2)cc1,-3.4,i
CCOc1cc(/C=N/O)ccc1OS(=O)(=O)c1ccc(C)cc1,·,?
Cc1ccc(OCC(=O)NCCCNC(=O)c2cccnc2)cc1,·,?
C=CCN1C(=O)c2ccc(C(=O)N3CCN(S(=O)(=O)c4cccc(Cl)c4)CC3)cc2C1=O,-9.5,-8.3%
CC1=NN(C(N)=S)C(C)(C)C1,2.1,-3.0%
O=C(O)CCCC(=O)N1N=C(c2ccccc2)CC1c1ccc2nccnc2c1 (stereo unspecified),-1.4,9.3%
CCCCCCOc1ccc(OC(=O)c2ccncc2)cc1,-17.1,-8.8%
COCCCNC(=O)NC(=O)c1ccccc1,2.1,-6.0%
Cc1cc(Br)c(S(=O)(=O)NCc2cccnc2)cc1C,·,?
Cc1ccccc1C(=O)NC(=S)Nc1ncccn1,·,?
CCN1CCN(C2=C(Cl)C(=O)N(Cc3ccccc3)C2=O)CC1,1.8,5.1%
Cc1ccc(S(=O)(=O)N2CCOCC2)cc1NC(=O)COc1cccc(Oc2ccccc2)c1,·,?
COc1ccc(C(=O)N2CCN(C3CCC(c4ccccc4)CC3)CC2)cc1OC (stereo unspecified),·,i
O=C(c1ccccc1F)N1CCOCC1,·,19.6%
c1cncc(CSc2ccc(-c3cccs3)nn2)c1,8.5,9.5%
CC(C)(C)c1ccc(C2/C(=C(\O)c3ccc4c(c3)OCCO4)C(=O)C(=O)N2CCCN2CCOCC2)cc1 (stereo unspecified),·,?
O=c1c2ccccc2nnn1CSc1nnc(-c2cccnc2)n1-c1ccccc1F,-11.3,12.4%
CCOc1cc(/C=N/NS(=O)(=O)c2ccccc2)ccc1OS(=O)(=O)c1ccc(C)cc1,·,?
COc1ccc(C)cc1N(CC(=O)Nc1cccc(N(C)S(C)(=O)=O)c1)S(C)(=O)=O,·,?
O=C(Oc1c(Br)cc(Br)c2cccnc12)N1CCCCC1,·,?
CCOC(=O)N1CCN(CC(=O)c2c(C)[nH]c3ccccc23)CC1,-5.5,-7.5%
CSc1ccc(/C=C(\C#N)C(=O)NC2CCCCC2C)cc1 (stereo unspecified),·,?
Nc1c(NCc2ccccc2)c(=O)[nH]c(=O)n1Cc1ccccc1,·,?
c1ccc(Oc2cccc3cccnc23)nc1,-4.4,-7.5%
COc1ccc(CNC(=O)C(=O)NCC2CCCO2)cc1 (stereo unspecified),·,?
COc1ccc(C(=O)N2N=C(c3ccc(NS(C)(=O)=O)cc3)CC2c2cccs2)cc1 (stereo unspecified),-13.9,-20.6%
Cc1[nH]n(C(N)=S)c(=O)c1N=Nc1ccc(Br)cc1,·,?

Screening data: PubChem, National Center for Advancing Translational Sciences (NCATS)
